High-throughput results from PubChem BioAssay.
IDH1 R132H inh = blocks human IDH1 R132H reductase activity; O75874; diaphorase/resazurin fluorescence, 60 min; inhibition, % at 10 µM; actives 0.18% (n = 70,000); in the data active means inhibition above about 34%;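 further: 0% = DMSO and 100% = no enzyme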
EZH2 inh = blocks human EZH2/PRC2 H3K27 methylation | DELFIA TRF, 1 h | inhibition, % at 12.5 µM | actives 0.35% (n = 57,000) | AID 651548;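 active means mean inhibition of replicates at least 50% and every single replicate also reaching 50%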;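 further: dimethyl H3K27 on biotinylated H3 21-44 peptide detected by antibody; plate controls were median neutral control wells for no effect and median positive control wells for full effect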
Target sequence (Q15910 whole entry, looked up): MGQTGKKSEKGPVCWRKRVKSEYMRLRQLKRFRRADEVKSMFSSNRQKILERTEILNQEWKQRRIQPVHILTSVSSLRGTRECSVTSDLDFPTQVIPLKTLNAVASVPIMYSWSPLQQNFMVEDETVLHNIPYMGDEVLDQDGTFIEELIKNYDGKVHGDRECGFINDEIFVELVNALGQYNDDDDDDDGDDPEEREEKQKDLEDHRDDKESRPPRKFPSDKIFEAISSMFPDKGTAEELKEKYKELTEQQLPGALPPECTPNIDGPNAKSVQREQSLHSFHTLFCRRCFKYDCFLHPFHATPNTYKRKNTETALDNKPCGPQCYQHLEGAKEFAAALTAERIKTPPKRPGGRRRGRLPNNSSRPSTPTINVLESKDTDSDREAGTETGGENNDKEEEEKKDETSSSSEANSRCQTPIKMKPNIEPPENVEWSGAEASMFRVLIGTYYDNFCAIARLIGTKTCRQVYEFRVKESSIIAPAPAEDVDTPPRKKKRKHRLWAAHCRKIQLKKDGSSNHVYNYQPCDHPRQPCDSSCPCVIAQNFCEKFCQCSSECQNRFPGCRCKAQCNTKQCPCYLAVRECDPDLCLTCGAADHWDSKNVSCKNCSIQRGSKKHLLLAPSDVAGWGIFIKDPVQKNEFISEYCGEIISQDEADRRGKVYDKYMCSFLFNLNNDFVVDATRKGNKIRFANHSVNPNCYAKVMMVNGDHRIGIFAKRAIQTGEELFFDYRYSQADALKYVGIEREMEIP
* hit, by the source's call; · = no result given. This is a subset; rates above refer to the full screens.

Values run as follows: IDH1 R132H inh	EZH2 inh
C[C@@H]1CN([C@@H](C)CO)C(=O)c2cc(NC(=O)Nc3ccc4c(c3)OCO4)ccc2O[C@@H](C)CCCCO[C@@H]1CN(C)S(=O)(=O)c1cccs1
    -1.6	·
COCC(=O)Nc1ccc2c(c1)OC[C@@H](C)N(C(=O)Cc1ccccn1)C[C@H](C)[C@H](OC)CN(C)C2=O
    0.1	4.1
C[C@H]1CN([C@@H](C)CO)C(=O)c2cc(NC(=O)Nc3ccc(C(F)(F)F)cc3)ccc2O[C@H]1CN(C)S(=O)(=O)c1cccs1
    1.3	·
C[C@@H]1CN([C@H](C)CO)C(=O)c2cccc(NC(=O)C3CCOCC3)c2O[C@@H]1CN(C)Cc1ccncc1
    2.1	3.0
Cc1ccc(S(=O)(=O)Nc2cccc3c2O[C@@H](CN(C)C(=O)Nc2ccc(F)cc2)[C@@H](C)CN([C@@H](C)CO)C3=O)cc1
    ·	4.1
COc1ccc(-c2nnc(SCC(=O)Nc3cc(OC)ccc3OC)n2-c2ccccc2C)cc1
    0.1	14.3
C[C@H](CO)N1C[C@H](C)[C@@H](CN(C)S(=O)(=O)c2cccc(F)c2)OCc2cnnn2CCCC1=O
    0.4	-1.6
C[C@@H]1CN([C@H](C)CO)C(=O)c2cc(NC(=O)Cc3cn(C)c4ccccc34)ccc2O[C@H]1CN(C)C
    -2.6	·
C[C@H]1CN([C@@H](C)CO)C(=O)c2ccccc2-c2ccccc2CO[C@@H]1CN(C)C(=O)Oc1ccccc1
    -0.6	-12.0
Cc1ccc(-n2c(SCC(=O)OC(C)C)nnc2-c2ccco2)cc1
    1.4	8.0

5 entries out of the list, sorted by formula weight, rising:
Values run as follows: IDH1 R132H inh	EZH2 inh
Cc1ccc(-n2c(SCC(=O)OC(C)C)nnc2-c2ccco2)cc1
    1.4	8.0
C[C@@H]1CN([C@H](C)CO)C(=O)c2cc(NC(=O)Cc3cn(C)c4ccccc34)ccc2O[C@H]1CN(C)C
    -2.6	·
C[C@H](CO)N1C[C@H](C)[C@@H](CN(C)S(=O)(=O)c2cccc(F)c2)OCc2cnnn2CCCC1=O
    0.4	-1.6
C[C@@H]1CN([C@H](C)CO)C(=O)c2cccc(NC(=O)C3CCOCC3)c2O[C@@H]1CN(C)Cc1ccncc1
    2.1	3.0
COCC(=O)Nc1ccc2c(c1)OC[C@@H](C)N(C(=O)Cc1ccccn1)C[C@H](C)[C@H](OC)CN(C)C2=O
    0.1	4.1

(cont.)
Values run as follows: IDH1 R132H inh	EZH2 inh
O=C(C[C@@H]1C[C@@H]2c3cc(NC(=O)Nc4ccccc4)ccc3O[C@@H]2[C@@H](CO)O1)NCc1cccc(F)c1
    0.0	-17.1
C[C@@H]1CN([C@@H](C)CO)C(=O)c2cc(N(C)C)ccc2O[C@@H](C)CCCCO[C@@H]1CN(C)Cc1ccncc1
    -0.8	5.0
CC(C)NC(=O)Cn1ccc([N+](=O)[O-])n1
    0.1	-11.2
CNC[C@@H]1Oc2cc(-c3ccc(OC)cc3)ccc2S(=O)(=O)N([C@@H](C)CO)C[C@H]1C
    6.5	·
CC(C)NC(=O)N(C)C[C@H]1Oc2ccc(NC(=O)Cc3ccccc3)cc2CC(=O)N([C@H](C)CO)C[C@@H]1C
    0.7	·
C[C@@H]1CCCCO[C@H](CN(C)CC2CC2)[C@H](C)CN([C@H](C)CO)C(=O)c2cc(N(C)C)ccc2O1
    -0.6	·
C[C@@H]1CN([C@@H](C)CO)S(=O)(=O)c2ccc(-c3ccccc3)cc2O[C@H]1CN(C)C(=O)c1ccccc1F
    -0.4	4.2
CO[C@@H]1CN(C)C(=O)c2ccc(NC(=O)C3CCCC3)cc2OC[C@H](C)N(C(=O)CC2CC2)C[C@@H]1C
    -0.5	7.6
O=[N+]([O-])c1ccccc1/C=C/CN1CCN(CCO)CC1
    -0.5	3.0
COc1ccc(-c2cnc3c(c2)C(=O)N([C@@H](C)CO)C[C@H](C)[C@H](CN(C)Cc2ccc(C(=O)O)cc2)O3)cc1
    -0.2	6.7

More structures:
Values run as follows: IDH1 R132H inh	EZH2 inh
C[C@@H]1CN([C@@H](C)CO)C(=O)c2cccc(NC(=O)c3ccc(-c4nccs4)cc3)c2O[C@H]1CN(C)C(=O)Nc1cccc2ccccc12
    -0.9	·
CC(C)NC(=O)N(C)C[C@@H]1OCCCC[C@H](C)Oc2ccc(NC(=O)NC3CCCCC3)cc2C(=O)N([C@@H](C)CO)C[C@@H]1C
    ·	12.5
O=C(CSc1nc2ccccc2s1)Nc1ccc(Cl)c(C(F)(F)F)c1
    -0.3	26.2
CNC[C@H]1OCCCC[C@H](C)Oc2ccc(NC(=O)Nc3ccc(OC)cc3)cc2C(=O)N([C@H](C)CO)C[C@H]1C
    ·	1.4
COc1ccccc1CCNC(=O)c1cc(-c2ccncc2)nc2c(C)c(Cl)ccc12
    -0.5	-5.6
CN1CCN(C(=O)C[C@@H]2CC[C@H](NC(=O)Cc3ccccn3)[C@H](CO)O2)CC1
    0.3	-5.4
C[C@H](CO)N1C[C@H](C)[C@@H](CN(C)Cc2ccc(C(F)(F)F)cc2)OCCCC[C@H](C)Oc2ccc(NC(=O)Cc3ccccc3)cc2C1=O
    -1.0	·
COc1ccc(C(Nc2cc(C)ccn2)c2ccc3ccc(C)nc3c2O)cc1 (stereo not drawn)
    2.8	8.4
CC(C)NC(=O)Nc1ccc2c(c1)C(=O)N([C@@H](C)CO)C[C@H](C)[C@@H](CN(C)Cc1ccncc1)O2
    0.7	·
C[C@@H]1CN([C@@H](C)CO)S(=O)(=O)c2ccc(C#CC3CC3)cc2O[C@@H]1CN(C)C
    -0.7	-5.1

The list goes on:
Values run as follows: IDH1 R132H inh	EZH2 inh
CC(=O)N(C)C[C@H]1Oc2ncc(-c3ccc(C)cc3)cc2C(=O)N([C@H](C)CO)C[C@H]1C
    -1.3	0.7
C[C@H](CO)N1C[C@H](C)[C@H](CN(C)Cc2ccc3c(c2)OCO3)OCCCC[C@H](C)Oc2ccc(NC(=O)c3ccncc3)cc2C1=O
    3.4	·
Cc1cccc(NC(c2ccccc2)c2ccc3ccc(C)nc3c2O)n1 (stereo not drawn)
    -0.3	0.8
CN(C)CC(=O)N[C@H]1CC[C@@H](CC(=O)NCCN2CCCCC2)O[C@H]1CO
    -0.3	-18.8
CCO[C@@H]1OC(C(=O)N2CCN(Cc3ccc4c(c3)OCO4)CC2)=C[C@H](c2ccc(C(F)(F)F)cc2)[C@H]1CCCO
    ·	13.7
CO[C@H]1CC[C@H]2CCN(C)C(=O)[C@H](C)[C@H](OC)CN(C)C(=O)c3cccc(C#N)c3OC[C@@H]1O2
    0.5	1.8
C[C@H]1CN([C@@H](C)CO)C(=O)c2cccc(NC(=O)NC3CCCCC3)c2O[C@@H]1CN(C)S(C)(=O)=O
    0.8	7.9
COc1ccc(CN(C)C[C@@H]2OCCCC[C@@H](C)Oc3ccc(NC(=O)CCC(F)(F)F)cc3C(=O)N([C@H](C)CO)C[C@@H]2C)cc1
    0.9	·
COCC(=O)N(C)C[C@H]1Oc2ncc(/C=C/c3ccccc3)cc2C(=O)N([C@@H](C)CO)C[C@H]1C
    -2.8	-6.9
N#C[C@@H]1[C@@H](c2ccccc2)[C@@H](CO)N1C(=O)c1ccccc1F
    2.1	·

(more compounds)
Values run as follows: IDH1 R132H inh	EZH2 inh
O=C(Cn1cc([N+](=O)[O-])cn1)Nc1ccc(F)cc1
    -0.1	7.4
C[C@H]1CN([C@@H](C)CO)C(=O)Cc2cc(NS(=O)(=O)c3ccc(Cl)cc3)ccc2O[C@H]1CN(C)C(=O)Nc1ccccc1
    0.5	10.2
N#Cc1ccc(NC(=O)C2CCCCC2C(=O)O)cc1 (stereo not drawn)
    -0.2	3.6
CCC(=O)N1C[C@H](C)[C@H](OC)CN(C)C(=O)c2cc(NC(=O)Nc3ccc(Cl)cc3)ccc2OC[C@@H]1C
    0.3	-12.8
O=C(Cc1ccccn1)N[C@H]1CC[C@@H](CCn2cc(-c3cccnc3)nn2)O[C@H]1CO
    -0.1	27.8
COCC(=O)Nc1ccc2c(c1)OC[C@@H](C)N(C(=O)c1ccccn1)C[C@H](C)[C@@H](OC)CN(C)C2=O
    ·	21.6
O=C(C[C@@H]1C[C@@H]2c3cc(NC(=O)C4CCOCC4)ccc3O[C@@H]2[C@@H](CO)O1)NCCc1ccccc1
    0.3	-3.5
C[C@H](CO)N1C[C@H](C)[C@H](CN(C)C(=O)c2ccncc2)OCCCC[C@H](C)Oc2ccc(NS(=O)(=O)c3ccc(Cl)cc3)cc2C1=O
    2.1	·
CC(C)C#Cc1cnc2c(c1)C(=O)N([C@@H](C)CO)C[C@@H](C)[C@H](CN(C)C(=O)c1cnccn1)O2
    0.3	-30.3
COc1ccc(S(=O)(=O)N(C)C[C@@H]2OCCCC[C@H](C)Oc3ccc(NS(=O)(=O)c4c(C)noc4C)cc3C(=O)N([C@@H](C)CO)C[C@H]2C)cc1
    -2.7	·

Next section
Values run as follows: IDH1 R132H inh	EZH2 inh
COc1ccc(S(=O)(=O)N(C)C[C@@H]2Oc3ccc(NC(=O)Cn4cnnn4)cc3C(=O)N([C@H](C)CO)C[C@H]2C)cc1
    -3.6	·
CC(=O)OC[C@H]1O[C@@H](Oc2c(-c3ccc(O)c(O)c3)oc3cc(O)cc(O)c3c2=O)[C@H](O)[C@@H](O)[C@@H]1O
    -1.2	·
CCCNC(=O)N[C@H]1CC[C@H](CCn2cc(C3CCCC3)nn2)O[C@H]1CO
    0.2	0.2
COc1ccc(NC(=O)N(C)C[C@@H]2OCCCC[C@@H](C)Oc3ccc(NS(=O)(=O)c4cn(C)cn4)cc3C(=O)N([C@H](C)CO)C[C@@H]2C)cc1
    -3.1	·
CCS(=O)(=O)Nc1ccc2c(c1)C(=O)N(C)C[C@@H](OC)[C@@H](C)CN(C(=O)C1CCC1)[C@H](C)CO2
    0.2	8.9
COc1ccc(S(=O)(=O)Nc2cccc3c2O[C@H](CN(C)C(=O)NC2CCCCC2)[C@@H](C)CN([C@@H](C)CO)C3=O)cc1
    0.5	·
C[C@@H]1CN([C@H](C)CO)C(=O)c2cc(NS(=O)(=O)c3ccc(Cl)cc3)ccc2O[C@H]1CN(C)C(=O)Nc1ccc2c(c1)OCO2
    -1.8	·
O=C(C[C@H]1C=C[C@H](NC(=O)C2CCOCC2)[C@@H](CO)O1)Nc1ccc(-c2ccccc2)cc1
    -0.3	2.2
C[C@H]1CN([C@@H](C)CO)S(=O)(=O)c2ccc(C#CCN(C)C)cc2O[C@@H]1CN(C)C(=O)CN(C)C
    -0.1	·
COc1ccc(NC(=O)Nc2ccc3c(c2)CC(=O)N([C@H](C)CO)C[C@@H](C)[C@@H](CN(C)C(=O)NC(C)C)O3)cc1
    1.7	5.4

Next section.
Values run as follows: IDH1 R132H inh	EZH2 inh
C[C@H]1CN([C@@H](C)CO)C(=O)c2c(c3ccccc3n2C)-c2ccccc2CO[C@@H]1CN(C)C(=O)C1CC1
    ·	14.8
CSc1nc2c(Cl)cccc2c2c1c(=O)n(Cc1ccc(Cl)cc1)n2C
    -0.4	10.2
C[C@@H]1CN([C@@H](C)CO)C(=O)Cc2cc(NC(=O)Nc3cccc4ccccc34)ccc2O[C@H]1CN(C)CC1CC1
    -2.4	·
CNC[C@H]1Oc2c(NC(=O)c3ccncc3)cccc2C(=O)N([C@H](C)CO)C[C@H]1C
    2.3	-1.3
C[C@@H]1CCCCO[C@H](CN(C)C(=O)Nc2cccc3ccccc23)[C@H](C)CN([C@H](C)CO)C(=O)c2cc(N(C)C)ccc2O1
    -0.4	3.8
C[C@H]1CN([C@@H](C)CO)C(=O)c2c(c3ccccc3n2C)-c2ccccc2CO[C@@H]1CN(C)C(=O)c1ccncc1
    ·	3.4
NC(=O)C1(N2CCCCC2)CCN(C(=O)CSc2nc3ccccc3o2)CC1
    -0.4	-2.8
COc1ccc(NC(=O)Nc2ccc3c(c2)C(=O)N([C@@H](C)CO)C[C@H](C)[C@H](CN(C)S(=O)(=O)c2cccs2)OCCCC[C@@H](C)O3)cc1
    -3.4	·
O=C(Cn1ccc([N+](=O)[O-])n1)NCC1CCCO1 (stereo not drawn)
    -0.5	·
COc1ccc(S(=O)(=O)N(C)C[C@H]2Oc3ccc(NC(=O)CCCCCC(=O)Nc4ccccc4N)cc3CC(=O)N([C@H](C)CO)C[C@H]2C)cc1
    4.3	-30.7

Continuation.
Values run as follows: IDH1 R132H inh	EZH2 inh
COCCNC(=O)Nc1ccc2nc(-c3ccccn3)c(-c3ccccn3)nc2c1
    -0.7	-5.4
CCC(=O)N1C[C@H](C)[C@H](OC)CN(C)C(=O)c2cc(NC(=O)c3ccc(F)cc3)ccc2OC[C@H]1C
    -0.3	3.1
COc1ccc(Cl)cc1CN1CCC(CNC(=O)Nc2cccc(Cl)c2)CC1
    -0.2	5.0
Cc1cc(C(=O)Nc2cccc3c2O[C@H](CN(C)Cc2ccc(C(F)(F)F)cc2)[C@@H](C)CN([C@@H](C)CO)C3=O)n(C)n1
    ·	-19.5
C[C@H](CO)N1C[C@H](C)[C@H](CN(C)S(=O)(=O)c2ccccc2)Oc2ccc(NC(=O)Nc3ccc(C(F)(F)F)cc3)cc2C1=O
    -0.6	·
Cc1c(C(=O)Nc2sc3c(c2C(=O)NCc2ccco2)CCCC3)oc2ccccc12
    -0.1	11.8
Cc1ccc(Cl)cc1NC(=O)CSc1nnc(-c2ccccc2)n1-c1ccccc1
    0.4	12.9
C[C@@H]1CCCCO[C@@H](CN(C)C(=O)Nc2ccccc2)[C@@H](C)CN([C@H](C)CO)C(=O)c2cc(NC(=O)Nc3ccc(C(F)(F)F)cc3)ccc2O1
    -1.3	·
